# TNAP inhibition: inhibition of tissue-nonspecific alkaline phosphatase – biochemical, luminescent (AID 518); purified TNAP enzyme, luminescent substrate readout; higher % means a stronger effect; inhibition, % at 20 µM, or IC50 in µM where a hit was titrated; hit rate 0.09% among 64,000; in the data active = a potency from the dose series; inactive = the rest, 99 in 100 with inhibition below about 22%;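 also: plate controls were vehicle for no effect and reference inhibitor for full effect; many of its hits are not listed in these tables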
# HPDE-C7 viability: cytotoxicity in HPDE-C7 cells, cell-based, fluorescence, HTS (AID 430). HPDE-C7 pancreatic duct cells viability, fluorescence; higher % means a stronger effect. one-dose cytotoxicity, % at 10 µM; EC50 in µM for titrated hits. hit rate 1.8% among 63,000;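 also: cells exposed to compound for 48 hours before viability readout; 0% = vehicle and 100% = reference cytotoxic drug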
# PMK inhibit: blocks S. pneumoniae phosphomevalonate kinase. hit rate 0.49% among 65,000. inhibition, % at 10 µM. purified PMK, PK/LDH-coupled NADH absorbance 340 nm;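 active = top-ranked compounds by inhibition in the single 10 µM screen, taking a fixed number of the strongest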;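 also: 0% = full reaction with DMSO carrier and 100% = background rate without enzyme reaction; no value below 0 was filed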
# Bfl-1 inhibitors: displacement of Bid BH3 peptide from Bfl-1 – biochemical, fluorescence polarization, FITC-Bid, mouse, primary screen (AID 432); FITC-Bid BH3 peptide fluorescence polarization displacement; higher % means a stronger effect; hit rate 0.02% among 64,000; one-dose displacement, % at 20 µM; IC50 in µM for titrated hits; in the data active = a potency from the dose series; inactive = the rest, 99 in 100 with displacement below about 15%; also: strong numbers were not always called active
# KRASV12 cytotoxicity: cytotoxicity in KRAS-transformed pancreatic duct cells, primary screen, cell-based, fluorescence, HTS (AID 431); one-dose cytotoxicity, % at 10 µM; EC50 in µM for titrated hits; hit rate 1.7% among 63,000; HPDE-C7K KRASV12 cells, Alamar Blue viability, 48 h; higher % means a stronger effect;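 active = compounds whose percent cytotoxicity in the single-dose primary screen, scaled between solvent and toxic-drug controls, exceeds 50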;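 also: 0% = DMSO solvent wells and 100% = doxorubicin-treated wells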
# LYP phosphatase: LYP phosphatase inhibitors, primary screen, biochemical, DiFMUP fluorescence, recombinant catalytic domain, 10 µM (AID 606) | inhibition, % at 10 µM, or IC50 in µM where a hit was titrated | 52,000 tested, under 10 active | recombinant LYP catalytic domain, DiFMUP fluorescence; higher % means a stronger effect;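 active = IC50 under 40 µM in the dose-response test; inactive = IC50 of 40 µM or more, or never dose-tested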
# HT1080 cytotoxicity: HT1080 cell viability loss – fluorescence readout (AID 620). hit rate 0.42% among 87,000. cytotoxicity, % at 10 µM, or EC50 in µM where a hit was titrated. HT1080 viability, fluorescence; higher % means a stronger effect;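 also: cells exposed to compound overnight then 4 h with Alamar Blue; 0% = vehicle DMSO and 100% = killing control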
# Spn DPM-DC inh: inhibitors of Streptococcus pneumoniae diphosphomevalonate decarboxylase; purified DPM-DC, PK/LDH coupled NADH fluorescence; calls only at 10 µM; hit rate 0.49% among 65,000;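 active = the 320 compounds with the highest percent inhibition in the single-dose primary screen, excluding strongly autofluorescent ones, cut at about 32% in these data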;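 also: kinetic rate of NADH fluorescence loss reporting ADP formed by the decarboxylase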
# MK inhibit: inhibitors of Streptococcus pneumoniae mevalonate kinase; purified MK, PK/LDH-coupled NADH absorbance 340 nm; inhibition, % at 10 µM; hit rate 0.48% among 65,000; AID 555;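 active = ranked among the strongest by inhibition in the single 10 µM screen, a fixed top-ranked set picked for dose follow-up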; also: no value below 0 was filed
# PMK inhibit pilot replicates: recorded beside PMK inhibit, whose call it bears; inhibition, %; measured here: pilot screen replicates
# MK inhibit pilot replicates: also measured in MK inhibit; calls as there; inhibition, %; measured here: pilot screen replicates
# Spn DPM-DC inh pilot screen %: second read-out of Spn DPM-DC inh, no call of its own (marks repeat the call); inhibition, %; measured here: pilot screen trials
# * = called active by the depositor; i = inactive; / = no result given; [ ] = dose if it differs, or a comment. Rule as the data show it, unless noted: active = cytotoxicity above about 50%; inactive = the rest. This is a random part of the collection, and some 3.6% of all compounds hit somewhere here.
SMILES,TNAP inhibition,HPDE-C7 viability,PMK inhibit,Bfl-1 inhibitors,KRASV12 cytotoxicity,LYP phosphatase,HT1080 cytotoxicity,Spn DPM-DC inh,MK inhibit,others
Cc1ccc(NC(=O)CS(=O)CC(=O)NC(C)CCc2ccco2)cc1Cl (stereo not drawn),8%,-19%,15,-2%,-9%,-3%,15%,i,3,
Cc1ccc(Cl)cc1N(CC(=O)NC1CCCCC1)S(C)(=O)=O,7%,-7%,13,-6%,-6%,4%,-5%,i,12,
O=C(Nc1ccccc1)N1CCN(c2nc3ccccc3s2)CC1,1%,6%,9,-3%,11%,13%,7%,i,4,
C=CCn1c(N)c(-c2nc3ccccc3n2C)sc1=S,4%,40%,3,-1%,50%*,14%,6%,i,6,
Cc1ccc(S(=O)(=O)/N=C/c2ccco2)cc1,-1%,-15%,20,-6%,-15%,0%,-4%,i,5,
COc1ccc(NC(=O)CSc2nc(NS(=O)(=O)c3ccccc3)cc(=O)[nH]2)cc1,-4%,28%,11,-2%,7%,/,10%,i,5,
Nc1c(N2CCN(c3ccccc3)CC2)c2ccccc2oc1=O,15%,-12%,6,-3%,-4%,-5%,3%,i,1,
COc1ccccc1-n1c2c(cc(C(=O)N3CCC(C)CC3)c1=O)C(=O)CC(C)(C)C2,6%,0%,2,3%,7%,5%,2%,i,1,
O=C(CN1CCN(c2ncccn2)CC1)Nc1ccccc1-n1cccc1,8%,-24%,0,1%,-8%,2%,-2%,i,34,PMK inhibit pilot replicates=1.5;MK inhibit pilot replicates=1.0;Spn DPM-DC inh pilot screen %=0.0
CCOc1cc(C(=O)Nc2cc(C)ccn2)cc(OCC)c1OCC,10%,0%,2,-4%,6%,4%,-4%,i,5,
Cn1c(OCc2cccnc2)nc2c1c(=O)n(Cc1ccc(Cl)cc1)c(=O)n2C,3%,44%,8,2%,22%,/,13%,i,12,
CC(C)N(CCNC(=O)c1cn(C)c2ccc(S(=O)(=O)N(C)C)cc2c1=O)Cc1ccccc1,4%,-9%,1,4%,-23%,4%,1%,i,10,
CCOc1ccc(-c2nnc(-c3ccco3)o2)cc1OCC,8%,-1%,10,1%,2%,/,-15%,/,12,
CCN1C(=O)C2C(c3ccc(O)c(OC)c3)NC(C)(C(=O)OC)C2C1=O (stereo not drawn),6%,3%,7,6%,10%,/,6%,i,5,
Cc1c(N2C(=O)c3ccccc3C2=O)c(=O)n(-c2ccccc2)n1C,8%,-5%,9,-8%,-12%,9%,3%,i,5,

# Sorted by count of non-hydrogen atoms (high to low): five of the compounds above
SMILES,TNAP inhibition,HPDE-C7 viability,PMK inhibit,Bfl-1 inhibitors,KRASV12 cytotoxicity,LYP phosphatase,HT1080 cytotoxicity,Spn DPM-DC inh,MK inhibit,others
COc1ccccc1-n1c2c(cc(C(=O)N3CCC(C)CC3)c1=O)C(=O)CC(C)(C)C2,6%,0%,2,3%,7%,5%,2%,i,1,
Cn1c(OCc2cccnc2)nc2c1c(=O)n(Cc1ccc(Cl)cc1)c(=O)n2C,3%,44%,8,2%,22%,/,13%,i,12,
O=C(CN1CCN(c2ncccn2)CC1)Nc1ccccc1-n1cccc1,8%,-24%,0,1%,-8%,2%,-2%,i,34,PMK inhibit pilot replicates=1.5;MK inhibit pilot replicates=1.0;Spn DPM-DC inh pilot screen %=0.0
CCN1C(=O)C2C(c3ccc(O)c(OC)c3)NC(C)(C(=O)OC)C2C1=O (stereo not drawn),6%,3%,7,6%,10%,/,6%,i,5,
Nc1c(N2CCN(c3ccccc3)CC2)c2ccccc2oc1=O,15%,-12%,6,-3%,-4%,-5%,3%,i,1,

# Later entries:
SMILES,TNAP inhibition,HPDE-C7 viability,PMK inhibit,Bfl-1 inhibitors,KRASV12 cytotoxicity,LYP phosphatase,HT1080 cytotoxicity,Spn DPM-DC inh,MK inhibit,others
CCOc1ccc2nc(N3CCCCCC3)sc2c1,8%,-18%,8,-7%,-14%,8%,-15%,i,0,
Cc1ccc(C)c(/C(O)=C2/C(=O)C(=O)N(CCN3CCOCC3)C2c2ccco2)c1 (stereo not drawn),2%,-18%,14,-3%,-11%,/,-2%,i,5,
CN(C)C(=O)c1ccc(NC(=O)c2cccnc2)cc1,15%,-12%,14,-9%,-1%,-2%,5%,i,5,
C#CCSc1nnc(-c2c[nH]c3ccccc23)n1C,8%,-6%,8,3%,-11%,-1%,1%,i,9,
Cc1onc(COc2ccccc2O)c1Br,6%,-2%,12,-4%,-3%,11%,-2%,i,6,
COc1ccc2c(c1)SC1=NCCS(=O)(=O)N12,5%,1%,6,-2%,-4%,/,-1%,i,1,
C=C1[C@@H](C)C2[C@H](Cc3ccccc3)NC(=O)[C@]23OC(=O)CC[C@H](O)CCC[C@H](C)C/C=C/[C@H]3[C@@H]1O (stereo partly drawn),5%,68%*,12,-6%,60%*,10%,42%,i,6,PMK inhibit pilot replicates=5.0;MK inhibit pilot replicates=0.0;Spn DPM-DC inh pilot screen %=2.0
CCCCOCCCNC1=NCCCCC1,3%,-6%,16,7%,1%,8%,-2%,i,0,
CCOC(=O)C(Cc1ccccc1)NC(=O)Cn1nnc(-c2ccccc2)n1 (stereo not drawn),10%,4%,13,-2%,4%,-1%,4%,i,0,
O=C(CSc1nc2ccccc2c2nc3ccccc3n12)NCc1ccco1,11%,5%,12,21%,5%,-4%,6%,i,7,
CCc1nc2ccccc2n(CCOCCn2c(=O)c(CC)nc3ccccc32)c1=O,9%,-25%,0,2%,-33%,/,-4%,i,6,
CCCn1c2ccccc2c2nnc(SCC(=O)OCC)nc21,16%,-3%,3,-3%,-14%,7%,3%,i,7,PMK inhibit pilot replicates=0.5;MK inhibit pilot replicates=5.0;Spn DPM-DC inh pilot screen %=0.0
O=C(Cn1nc(Cc2cccnc2)c2ccccc2c1=O)N1CCN(C(=O)c2ccco2)CC1,10%,-5%,7,-4%,1%,-1%,7%,i,3,
O=C(CSCC(=O)N1CCOCC1)Nc1nc(-c2ccc3c(c2)OCO3)cs1,-3%,-8%,9,-3%,-6%,5%,1%,i,2,
COc1ccccc1-c1cc(C(=O)Nc2cc(C)on2)no1,8%,-3%,5,-7%,7%,16%,9%,i,0,
COC(=O)c1nn2c(C(F)(F)F)cc(-c3ccc(Br)o3)nc2c1Br,17%,-3%,8,-38%,-4%,1%,4%,i,12,
Cc1nc2cc(-n3ccc(=O)cc3)ccc2n1-c1ccccc1,6%,3%,0,-3%,-3%,-5%,-2%,i,9,PMK inhibit pilot replicates=0.5;MK inhibit pilot replicates=0.0;Spn DPM-DC inh pilot screen %=0.0
COC(=O)C1=C(C)NC(C)=C(C(=O)OC)C1c1cc2cc(C)ccc2[nH]c1=O,14%,3%,7,0%,0%,4%,-2%,i[may fluoresce],9,PMK inhibit pilot replicates=0.0;MK inhibit pilot replicates=5.0;Spn DPM-DC inh pilot screen %=56
COc1cccc(N(CC(=O)NCc2cccnc2)S(C)(=O)=O)c1,14%,-15%,0,-8%,-9%,8%,-2%,i,0,
CCC(=O)Nc1nnc(CSCc2ccccc2)s1,7%,2%,5,4%,-1%,/,-5%,i,0,
CC(C)(C)c1nnc(NC(=O)CN2C(=O)C3C4C=CC(C4)C3C2=O)s1 (stereo not drawn),1%,-2%,0,3%,-1%,/,-2%,i,7,
COC(=O)c1ccccc1NC(=O)C1CCCN(S(C)(=O)=O)C1 (stereo not drawn),0%,-3%,3,-3%,4%,-11%,-5%,i,4,
NC(=O)CS(=O)(=O)c1nc2ccccc2n1CC(=O)N1CCCCC1,5%,-1%,6,0%,4%,2%,-2%,i,5,
O=C(Oc1ccc(-n2cnnn2)cc1)c1ccco1,17%,6%,12,-2%,-2%,/,22%,i,11,
COc1ccc(S(=O)(=O)NCCCCCC(=O)NCCCN2CCOCC2)cc1,4%,-15%,8,-9%,-4%,17%,-8%,i,0,
COC(=O)c1ccc2c(=O)n(CCO)c(=S)[nH]c2c1,6%,-1%,4,-7%,4%,1%,-2%,i,10,
CCC(C)(C(=O)Nc1ccc2c(c1)OCCO2)N(C(C)=O)c1ccc(C(N)=O)cc1 (stereo not drawn),9%,1%,3,-17%,-5%,/,2%,i,2,
CCn1cc(Cl)c(C(=O)Nc2nc3ccccc3n2CCN2CCCCC2)n1,-5%,-18%,4,8%,-18%,5%,/,i,9,
COc1cc(CC(=O)Oc2ccc3c(c2)OCO3)cc(OC)c1OC,20%,28%,2,2%,27%,5%,2%,i,4,PMK inhibit pilot replicates=0.5;MK inhibit pilot replicates=1.5;Spn DPM-DC inh pilot screen %=1.0
Nc1cc(OC(=O)c2cccs2)nn1S(=O)(=O)c1ccc(F)cc1,-2%,2%,0,4%,0%,3%,6%,i,4,
CCCC(c1nnnn1Cc1cccs1)N1CCN(C2CCCC2)CC1 (stereo not drawn),12%,9%,14,-4%,27%,7%,18%,i,6,

# Molecules from the list above with fluorine, in the order listed:
SMILES,TNAP inhibition,HPDE-C7 viability,PMK inhibit,Bfl-1 inhibitors,KRASV12 cytotoxicity,LYP phosphatase,HT1080 cytotoxicity,Spn DPM-DC inh,MK inhibit,others
COC(=O)c1nn2c(C(F)(F)F)cc(-c3ccc(Br)o3)nc2c1Br,17%,-3%,8,-38%,-4%,1%,4%,i,12,
Nc1cc(OC(=O)c2cccs2)nn1S(=O)(=O)c1ccc(F)cc1,-2%,2%,0,4%,0%,3%,6%,i,4,

# 2 entries drawn at random from those above, as already listed:
SMILES,TNAP inhibition,HPDE-C7 viability,PMK inhibit,Bfl-1 inhibitors,KRASV12 cytotoxicity,LYP phosphatase,HT1080 cytotoxicity,Spn DPM-DC inh,MK inhibit,others
COc1cccc(N(CC(=O)NCc2cccnc2)S(C)(=O)=O)c1,14%,-15%,0,-8%,-9%,8%,-2%,i,0,
CCC(C)(C(=O)Nc1ccc2c(c1)OCCO2)N(C(C)=O)c1ccc(C(N)=O)cc1 (stereo not drawn),9%,1%,3,-17%,-5%,/,2%,i,2,
